High-throughput results (PubChem)
MrgX1 ag: human MrgX1 receptor agonism, primary screen | B-score at 10 µM | Q96LB2 | MrgX1-HEK293 cells, Fluo-4 calcium fluorescence, agonist mode; hits give high values | 0.44% of 310,000 active;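 active = calcium response B-score plate-corrected fluorescence ratio at least 3 library SD, with starting fluorescence B-score inside 5 SD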
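System: HEK293 cells stably expressing human MrgX1 receptor; Dosing: test compound in the initial addition of three; Schedule: overnight plating, then 30 min 37 °C plus 30 min room-temperature dye loading; Detection: kinetic calcium dye fluorescence, Fluo-4 NW; Controls: per-plate positive and negative controls for Z′ factor.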
MrgX1 PAM: human MrgX1 positive allosteric modulation, primary screen; Q96LB2; MrgX1-HEK293, Fluo-4 calcium flux, FDSS; hits give high values; B-score at 10 µM; 0.63% of 310,000 active;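 active = plate-corrected calcium response at least 3 library SD above typical, normal starting fluorescence, not activating the receptor alone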;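 note: compound read alongside a low EC10 to EC30 dose of BAM8-22 agonist; peak minus trough fluorescence over baseline measured at the second addition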
RGS4 act: RGS4 potentiation or activation. HEK293 M3R/inducible RGS4, carbachol calcium flux Fluo4; hits give low values. B-score at 10 µM. 0.92% of 310,000 active. AID 463111;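 active = B-score of the integrated calcium signal more than 4 SD below the library mean, with starting fluorescence not abnormally high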;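 note: negative B-score means reduced calcium response which marks RGS4 activation or potentiation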
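System: HEK293 FlpIn-TREx cells, stable M3R, doxycycline-inducible RGS4. Timing: overnight RGS4 induction, 30 min dye load 37 °C, 20 min compound RT. Also added: carbachol, ECmax concentration. Measured by: Fluo4 fluorescence kinetic imaging of calcium. Evaluation: integrated calcium ratio converted to B score.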
RGS4 block: inhibitors of human RGS4. 0.45% of 310,000 active. B-score at 10 µM. P49798. HEK293 M3R/RGS4 inducible, Fluo-4 calcium flux; hits give high values; triggered by carbachol at its EC20;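 active = B-score, a plate-corrected calcium signal, over three deviations above library mean, with baseline fluorescence within five deviations of library mean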;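 note: RGS4 expression induced by doxycycline in cells with stable M3 receptor; B-score is computed from the integrated fluorescence ratio over baseline after carbachol; higher B-score means a larger calcium signal and so more RGS4 inhibition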
SKKanGAS inh: SKKanGAS growth inhibition; S. pyogenes SKKanGAS, kanamycin growth, BacTiter-Glo, 6 h; inhibition, % at 7.5 µM; 1.3% of 300,000 active;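 active = mean replicate score, as percent of positive control median, at least 50; inconclusive = mean below 50 but one replicate at or above 50; inactive = mean and every replicate below 50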;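 note: strain carries kanamycin resistance gene driven by streptokinase promoter and grows in 40 µg/ml kanamycin; loss of luminescence reflects streptokinase promoter inhibition or plain growth inhibition; 0% = median of DMSO wells and 100% = positive control at its reference dose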
MrgX1 antag: human MrgX1 receptor antagonism, primary screen; MRGX1-HEK293 calcium flux, Fluo-4, BAM8-22 antagonism; hits give low values; Q96LB2; 1.3% of 310,000 active; B-score at 10 µM;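 active = calcium-response B-score plate-corrected more than 3 library SD below zero, starting fluorescence within 5 deviations, no agonist response on first addition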;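 note: peak minus trough fluorescence over baseline after final BAM8-22 challenge near maximal dose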
TRPC6 act: activates the mouse TRPC6 cation channel. Q61143. HEK293-TRPC6 membrane potential dye fluorescence; hits give high values. B-score at 10 µM. 0.13% of 310,000 active. AID 2550;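 active = B-score of the integrated fluorescence ratio above library mean plus 3 SD, and starting fluorescence ratio within library mean plus 5 SD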;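 note: higher score means more depolarization so channel activation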
TRPC6 inhibitor: mouse TRPC6 channel inhibition | HEK293-TRPC6, membrane potential dye, ACh-evoked depolarization; hits give low values | B-score at 10 µM | 1.1% of 310,000 active | Q61143;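 active = B-score under library mean minus 3 SD, initial fluorescence not abnormally high, positive integrated signal ratio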;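 note: B-score derived from integrated fluorescence ratio over the kinetic read; more negative B-score means stronger inhibition of depolarization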
HDAC3 inhib: human HDAC3 inhibition | recombinant HDAC3, fluorogenic peptide/trypsin coupled, fluorescence | inhibition, % at 8.3 µM | 0.15% of 320,000 active; in the data active = inhibition above about 26%, passing the limit was not always enough; inconclusive = no clear call, values can overlap the other calls
ANO1 block: inhibitors of mouse TMEM16A calcium-activated chloride channel | Q8BHY3 | HEK293 TMEM16A/YFP iodide influx fluorescence, ionomycin | normalized B-score (activity score, 25-100; higher = stronger inhibition) at 10 µM | 1.2% of 310,000 active | AID 588511;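 active = ratio plate-corrected score three or more library SD toward inhibition, starting fluorescence score within five deviations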;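 note: score derived from kinetic fluorescence span divided by baseline fluorescence per well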
Target sequence (Q8BHY3 whole entry, looked up): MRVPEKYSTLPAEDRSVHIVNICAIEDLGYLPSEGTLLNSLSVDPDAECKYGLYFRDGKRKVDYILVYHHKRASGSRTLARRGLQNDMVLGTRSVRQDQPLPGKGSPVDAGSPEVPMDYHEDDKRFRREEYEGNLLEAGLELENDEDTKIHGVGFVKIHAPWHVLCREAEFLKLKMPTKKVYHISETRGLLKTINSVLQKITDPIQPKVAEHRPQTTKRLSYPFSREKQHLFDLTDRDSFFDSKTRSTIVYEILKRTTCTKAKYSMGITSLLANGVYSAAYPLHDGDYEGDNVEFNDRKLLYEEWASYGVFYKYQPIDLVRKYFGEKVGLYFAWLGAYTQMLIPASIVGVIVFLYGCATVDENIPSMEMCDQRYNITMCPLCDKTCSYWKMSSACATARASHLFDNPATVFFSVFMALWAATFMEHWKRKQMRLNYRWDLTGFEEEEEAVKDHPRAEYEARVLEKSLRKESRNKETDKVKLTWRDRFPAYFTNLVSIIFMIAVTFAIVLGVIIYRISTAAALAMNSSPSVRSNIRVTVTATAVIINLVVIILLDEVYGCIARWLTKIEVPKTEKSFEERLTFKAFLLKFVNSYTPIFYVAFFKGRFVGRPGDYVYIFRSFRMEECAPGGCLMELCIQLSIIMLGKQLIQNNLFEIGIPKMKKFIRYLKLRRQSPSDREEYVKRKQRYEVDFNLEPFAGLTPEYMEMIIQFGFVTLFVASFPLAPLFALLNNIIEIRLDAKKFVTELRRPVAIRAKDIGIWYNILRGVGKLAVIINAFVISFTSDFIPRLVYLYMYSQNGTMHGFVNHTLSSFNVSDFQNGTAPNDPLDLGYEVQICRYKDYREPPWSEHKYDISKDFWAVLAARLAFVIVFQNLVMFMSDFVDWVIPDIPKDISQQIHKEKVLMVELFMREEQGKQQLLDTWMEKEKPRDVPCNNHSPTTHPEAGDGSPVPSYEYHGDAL
ANO1 activ: mouse TMEM16A channel activation, primary screen | Q8BHY3 | HEK293 TMEM16A/YFP-H148Q/I152L, iodide quench fluorescence; hits give low values | B-score at 10 µM | 0.3% of 340,000 active | AID 623877;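 active = fluorescence-ratio B-score plate-corrected deviation score at least 3 library SD below zero, with starting fluorescence score within 5 deviations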;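 note: channel opened by trigger with iodide after compound preincubation; score built on the fluorescence ratio of max minus min over baseline; more negative score means more quench and so TMEM16A activation or potentiation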
Numbers without * were called inactive; i = inactive; ? = inconclusive; · = no result given.

structure,MrgX1 ag,MrgX1 PAM,RGS4 act,RGS4 block,SKKanGAS inh,MrgX1 antag,TRPC6 act,TRPC6 inhibitor,HDAC3 inhib,ANO1 block,ANO1 activ
N#Cc1cn(Cc2ccccc2)c2ccccc12,29.9*,i,i,i,3.9,i,i,i,2.4,i,i
O=C(CSc1nncs1)N1c2ccccc2Sc2ccccc21,i,i,i,i,3.4,i,i,i,3.1,i,i
CCN(CC)c1ccc(N)cc1S(=O)(=O)Nc1ccccc1OC,i,i,i,i,3.2,i,i,i,0.0,i,i
COc1ccc(C2=NN(Cc3ccccc3)C3C(=O)NC(=O)C23)cc1 (centres undefined),i,i,i,i,-2.8,i,i,i,9.0,i,i
Cc1ccccc1OCCSCc1nc2ccccc2[nH]1,i,i,i,i,-4.4,i,i,i,0.2,i,i
COc1ccc2ccccc2c1/C=N/NC(=O)CC1(C)OCCCO1,i,i,i,i,7.8,i,i,i,1.2,i,i
O=C(C[n+]1cc(Br)cc2ccccc21)c1ccc(F)cc1,i,9.24*,i,i,-12.3,i,i,i,3.2,i,i
C[C@H](N)c1nnc(SCC(=O)c2ccc(Cl)cc2)o1,i,i,i,i,0.0,i,i,i,·,i,i
C(=N\N=C\c1ccncc1)/c1ccncc1,i,i,i,i,1.1,i,i,i,0.3,i,i
CCOC(=O)Cn1nc(C)c(NC(=O)c2cccc([N+](=O)[O-])c2)c1C,i,i,i,i,-4.4,i,i,i,2.4,i,i
Cn1c(COc2ccccc2)nnc1SCC(=O)Nc1ccc(N2CCOCC2)c(Cl)c1,i,i,i,i,0.6,i,i,i,-0.3,i,i
COc1ccccc1CNC(=O)c1ccc(Cl)c(NC2=NC3CS(=O)(=O)CC3S2)c1 (centres undefined),i,i,i,i,-5.0,i,i,i,·,i,i
CCCCCC1CCC(C(=O)NCCN2CCOCC2)CC1 (centres undefined),i,i,i,i,-12.8,i,i,i,0.4,i,i
O=C(c1ccc2c(=O)n3c(nc2c1)CCCCC3)N1CCN(C(c2ccccc2)c2ccccc2)CC1,i,i,-7.72*,i,20.6,i,i,-11*,5.2,i,i
NS(=O)(=O)c1ccccc1NC(=S)Nc1ccccc1S(N)(=O)=O,i,i,i,i,1.1,i,i,i,-5.5,i,i
CCOC(=O)c1[nH]c2ccc(F)cc2c1NC(=O)c1cc(OC)c(OC)c(OC)c1,i,i,i,i,3.3,i,i,i,6.4,i,i
Oc1cccc2cc3cccc(O)c3c(O)c12,i,i,i,i,6.1,i,i,i,1.7,i,i
CC1=NNC(=O)C1CCC(=O)N/N=C(/C)c1ccc([N+](=O)[O-])cc1 (centres undefined),i,i,i,i,7.3,i,i,i,3.9,i,i
CS(=O)(=O)Nc1ccccc1C(=O)Nc1cccc(Cl)c1,i,i,i,i,-6.9,i,i,i,-9.1,25*,i
O=C(O)c1ccc2c(=O)n(-c3ccc(F)c(Cl)c3)c(=S)[nH]c2c1,i,i,i,i,-7.5,i,i,i,9.7,i,i
NS(=O)(=O)c1ccc(CCNC(=O)C2COc3ccccc3O2)cc1 (centres undefined),i,i,i,i,1.9,i,i,i,-1.0,i,i
Cc1ccc(SCC(=O)NCC(C)C)cc1,i,i,i,i,-2.0,i,i,i,-9.7,i,i
CCSc1nnc(NC(NC(C)=O)(C(F)(F)F)C(F)(F)F)s1,i,i,i,i,1.8,i,i,i,-0.7,i,i
CC(=O)Nc1cccc(NC(C)=C(C#N)C#N)c1,i,i,i,i,-14.8,i,i,i,-4.8,i,i
Cc1cc(F)ccc1S(=O)(=O)NCC(c1ccc2c(c1)OCO2)N1CCOCC1 (centres undefined),i,i,i,i,3.7,i,i,i,·,i,i
C=CCn1c(SCC(=O)Nc2c(C)n(C)n(-c3ccccc3)c2=O)nc2sc(C)c(C)c2c1=O,i,i,i,i,-0.3,i,i,i,2.8,i,i
CCOc1ccccc1N(CC(=O)NC1CCCCC1)S(C)(=O)=O,i,i,i,i,5.2,i,i,i,-4.5,i,i
COc1ccc(S(=O)(=O)N/N=C(/C)c2ccc(Cl)cc2)cc1,i,i,i,i,-5.9,i,i,i,-0.6,i,i
O=C(O)C1CCCN1C(=O)C12CC3CC(CC(C3)C1)C2 (centres undefined),i,i,i,i,-7.7,i,i,i,-0.7,i,i
O=C1[C@@H]2C(c3ccccc3Cl)=NO[C@@H]2C(=O)N1Cc1ccccc1,i,i,i,i,-6.4,i,i,i,2.7,i,i
CCn1c(-c2ccco2)n[nH]c1=S,i,i,i,i,0.4,i,i,i,-3.8,i,i
CCCn1nc(Oc2nc(NCC)nc(NCC)n2)ccc1=O,i,i,i,i,2.2,i,i,i,3.0,i,i
CC(C)=CCC/C(C)=C/Cc1c(O)ccc(C(=O)/C=C/c2ccc(O)cc2)c1O,i,i,i,i,105.6*,i,i,i,8.3,i,i
Cc1ccc(NS(=O)(=O)c2ccc(CCC(=O)N3CCCC3)cc2)cc1,i,i,i,i,2.3,i,i,i,-1.4,i,i
Cc1ccc(C)c(N2C(=O)c3cc(N4CCOCC4)c([N+](=O)[O-])cc3C2=O)c1,i,i,i,i,-4.0,i,i,i,3.0,i,i
O=C(NCCOc1ccc(F)cc1)C1CCC(=O)N(CCN2CCOCC2)C1 (centres undefined),i,i,i,i,-1.2,i,i,i,2.8,i,i
COC(c1ccccc1)c1nnc(CCC(=O)N(C)CCCC2CCCC2)o1 (centres undefined),i,i,i,i,-2.6,i,i,i,1.6,i,i
CC1=CC(=C(C#N)c2nc3ccccc3s2)C=C(C)N1Cc1ccco1,i,i,-7.6*,i,21.8,i,i,i,?,i,i
COc1ccc(C(C(=O)NC2CCCC2)N(Cc2cccnc2)C(=O)c2snc(C(N)=O)c2N)cc1OC (centres undefined),i,i,i,i,6.7,i,i,i,-1.4,i,i
CCOC(=O)c1ccc(NC(=O)CN2C(=O)CSC2=O)cc1,i,i,i,i,-3.7,i,i,i,-0.4,i,i
O=S(=O)(c1ccccc1)N(Cc1nc(-c2ccccc2)no1)C1CCCCC1,i,i,i,i,4.2,i,i,i,-5.1,i,i
Oc1ccc2oc3c(c2c1)CCCC3,i,i,i,i,-9.4,i,i,i,5.1,i,i
Cc1nn(Cc2cccc(C(=O)NC34CC5CC(CC(C5)C3)C4)c2)c(C)c1Br,i,i,i,i,17.3,i,i,i,-2.2,i,i
O=C(Sc1nnnn1C1CCCCC1)c1cccs1,i,i,i,i,1.5,i,i,i,3.4,i,·
O=S(=O)(ON(c1ccccc1)S(=O)(=O)c1ccccc1)c1ccccc1,i,i,i,i,5.1,i,i,i,-1.5,i,i
CSc1cccc(NC(=O)CN(c2ccc(C)cc2C)S(C)(=O)=O)c1,i,i,i,i,-7.8,i,i,i,7.7,i,i
Cc1ccc(Cl)cc1NC(=O)C(NS(=O)(=O)c1cccs1)c1ccccc1 (centres undefined),i,i,i,i,18.8,i,i,i,1.4,i,i
COc1ccc(C(=O)NNC(=O)CN2CCN(c3nc(-c4ccccc4)cs3)CC2)cc1,i,i,i,i,·,i,i,i,-1.7,i,i
CCN(CC)c1ccc(C(=O)NC(=S)N2CCN(Cc3ccc4c(c3)OCO4)CC2)cc1,i,i,i,i,-5.0,-5.09*,i,i,10.7,i,i
COc1ccc(NC(=O)CSc2nnc(Cc3cccs3)n2-c2ccc(C)cc2)cc1,i,i,i,i,-4.4,i,i,i,2.7,i,i
O=[N+]([O-])c1cccc(-c2nnc(-c3ccc4c(c3)OCO4)o2)c1,i,i,i,i,-11.0,i,i,i,1.8,i,i
CC[C@H](C)[C@H](NC(=O)c1ccccc1)C(=O)Nc1ccc(S(=O)(=O)Nc2cc(C)nc(C)n2)cc1,i,i,i,i,17.3,i,i,i,-3.6,i,i
CCC(C(=O)OC)n1cnc2c(nnn2-c2ccc(F)cc2)c1=O (centres undefined),i,i,i,i,-0.2,i,i,i,1.8,i,i
CCOC(=O)c1c(NC(=O)COC(=O)c2nc(Cl)ccc2Cl)sc2c1CCC2,i,i,i,i,17.5,i,i,i,-0.4,i,i
C#Cc1ccc([C@H]2C=C(C(=O)N3CCOCC3)O[C@@H](OCC)[C@@H]2CCCO)cc1,i,i,i,i,-1.1,i,i,i,-2.2,i,i
Cc1ccc(N(C(=O)C2CCC(=O)N2)C2(C(=O)NC3CCCC3)CCCCC2)cc1 (centres undefined),i,i,i,i,-17.5,i,i,i,10.2,i,i
O=C(O)[C@]1(S(=O)(=O)c2ccccc2)C[C@@H]2ON=C(c3cccc(Br)c3)[C@@H]2C1,i,i,i,i,-3.2,i,i,i,3.0,i,i
Cc1c(S(=O)(=O)N2CCN(c3cccc(C(F)(F)F)c3)CC2)c(=O)n(C)c(=O)n1C,i,i,i,i,-0.8,i,i,i,5.1,i,i
COc1ccccc1NC(=O)COC(=O)c1ccccc1C(=O)N1CCN(c2ccccc2)CC1,i,i,i,i,8.0,i,i,i,1.0,i,i
Cc1ccc(C)c(NC(=O)C2CC(=O)N(C3CCCCC3)C2)c1 (centres undefined),i,i,i,i,-2.7,i,i,i,-1.1,i,i

Next results follow.
structure,MrgX1 ag,MrgX1 PAM,RGS4 act,RGS4 block,SKKanGAS inh,MrgX1 antag,TRPC6 act,TRPC6 inhibitor,HDAC3 inhib,ANO1 block,ANO1 activ
COc1cc(C(=O)Nc2cccc3ncccc23)cc(OC)c1OC,i,i,i,i,1.0,i,i,i,-1.0,i,i
O=C(O)CSc1c2c(nc3cc(C(=O)NCCN4CCOCC4)ccc13)CCC2,i,i,i,i,0.7,i,i,i,·,i,·
CCCCc1nc(S(=O)(=O)c2ccc(Cl)cc2)c(N2CCOCC2)o1,i,i,i,i,2.1,i,i,i,1.2,i,i
CCOc1cc(C=O)ccc1OCCSc1ccc(Cl)cc1,i,i,i,i,4.6,i,i,i,0.6,i,i
Cc1ccc(OCC(=O)NCCCNC(=O)c2ccco2)cc1C,i,i,i,i,2.4,i,i,i,-4.0,i,i
COc1ccc(CCN(C)C(=O)c2oc3ccccc3c2C)cc1OC,i,i,i,i,-10.5,i,i,i,3.6,i,i
CCCC(=O)c1ccc2c(c1)OCCO2,i,i,i,i,-3.6,i,i,i,3.5,i,i
COCCN(C(=O)COC(=O)CCn1c(C)csc1=O)c1c(N)n(Cc2ccccc2)c(=O)[nH]c1=O,i,i,i,i,-0.7,i,i,i,-0.3,i,i
CCn1c(SCC(=O)Nc2cccc(OC)c2)nc2ccccc2c1=O,i,i,i,i,5.4,i,i,i,-1.1,i,i
